# Assay outcomes deposited in PubChem by several laboratories.
# SR-BI uptake up – activators of SR-BI mediated HDL lipid uptake; CHO ldlA[mSR-BI] cells, DiI-HDL uptake fluorescence, 3 h; 100 = double the neutral-control signal; activation, % at 12.5 µM; 320,000 compounds, 0.096% hits; AID 504775;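 active means mean replicate activation of at least 60% and every replicate at or above 60%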;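 further: 0% = median plate neutral-control signal and 100% = twice that signal; values of inactives mirror those of a sister screen read the other way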
#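 Assay system: LDL receptor-deficient CHO ldlA cells overexpressing murine SR-BI / Medium: BSA-supplemented, HEPES-buffered Ham's F12, pH 7.4 / Probe or stimulus: DiI-labelled HDL at 10 µg/mL final / Timing: compound with DiI-HDL co-incubation, 3 h at 37 °C / Technique: bottom-read cell fluorescence after medium removal, ex 550/em 595 nm / Measure: HDL uptake via cellular fluorescence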
# DAGLB inh – diacylglycerol lipase beta (human) inhibition | Q8NCG7 | HEK293T DAGLB membrane lysate, EnzChek fluorogenic substrate | inhibition, % at 5.17 µM | 340,000 compounds, 0.059% hits | AID 504411; in the data active means inhibition above about 34%;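 further: 0% = enzyme with vehicle and 100% = wells lacking enzyme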
# Target sequence (Q8NCG7 whole entry, looked up): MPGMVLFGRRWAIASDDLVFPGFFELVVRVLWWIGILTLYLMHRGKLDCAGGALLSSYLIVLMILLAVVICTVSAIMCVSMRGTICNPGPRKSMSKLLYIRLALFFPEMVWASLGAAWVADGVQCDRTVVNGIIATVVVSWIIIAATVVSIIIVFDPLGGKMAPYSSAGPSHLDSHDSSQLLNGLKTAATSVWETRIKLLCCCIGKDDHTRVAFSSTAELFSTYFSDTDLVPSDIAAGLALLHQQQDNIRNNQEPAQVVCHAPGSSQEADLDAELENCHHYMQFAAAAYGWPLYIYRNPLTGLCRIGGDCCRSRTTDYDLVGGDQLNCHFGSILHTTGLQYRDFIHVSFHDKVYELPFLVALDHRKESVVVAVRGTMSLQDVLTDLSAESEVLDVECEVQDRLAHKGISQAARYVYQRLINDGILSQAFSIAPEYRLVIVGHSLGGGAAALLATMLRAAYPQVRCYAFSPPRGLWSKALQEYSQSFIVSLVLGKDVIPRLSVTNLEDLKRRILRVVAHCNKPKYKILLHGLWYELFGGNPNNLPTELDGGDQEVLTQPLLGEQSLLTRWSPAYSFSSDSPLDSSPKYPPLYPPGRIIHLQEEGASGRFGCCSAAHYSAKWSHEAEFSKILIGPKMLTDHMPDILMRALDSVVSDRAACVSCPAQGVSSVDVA
# SR-BI HDL uptake – mouse SR-BI HDL lipid transfer inhibition; Q61009; ldlA[mSR-BI] CHO cells, DiI-HDL uptake fluorescence, 3 h; inhibition, % at 12.5 µM; 320,000 compounds, 0.96% hits;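 active means mean replicate inhibition of at least 70% and a set share of replicates each scoring 70 or more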;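 further: 0% = median of neutral control wells and 100% = median of positive control wells; values of inactives mirror those of a sister screen read the other way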
# LANA DNA inh – blocks KSHV LANA C-terminal domain binding to DNA; MBP-C-LANA/FAM-LBS DNA binding, fluorescence polarization; inhibition, % at 9 µM; 340,000 compounds, 0.078% hits;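 active means highest replicate inhibition at or above 60% at 9 µM, even if other replicates fall short; inactive means all replicates below 60% inhibition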;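 further: 0% = neutral control wells and 100% = 4 µM acridine orange control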
# NSD2 HMT inh – blocks human histone methyltransferase NSD2; NSD2 peptide methylation, AlphaScreen, 120 min; inhibition, % at 12.5 µM; 310,000 compounds, 0.54% hits; in the data active means inhibition above about 50%
# Arrestin-AP2 inh – inhibitors of human beta-arrestin and AP2 interaction | FITC-arrestin peptide / GST-AP2 beads, flow cytometry; AP2 beta2 appendage carries R879A mutation | inhibition, % at 10 µM | 340,000 compounds, 0.31% hits;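 active means inhibition above a set limit, near 3 SD of compounds lacking own fluorescence, cut at about 54% in these data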;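 further: plate controls were DMSO wells for no effect and 5 µM unlabelled arrestin peptide for full effect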
#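 test system = AP2 appendage R879A on GSH beads | buffer or medium = PBS plus Tween 20 (0.05%) and BSA (0.1%) | incubation = 12 min plus 1 h, RT | detection = bead flow cytometry, FITC channel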
# PvdQ inh – blocks Pseudomonas aeruginosa PvdQ acylase activity | purified PvdQ acylase, fluorescence plate reader | 340,000 compounds, 0.063% hits | inhibition, % at 10 µM; in the data active means inhibition above about 30%, passing the limit was not always enough;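 further: 0% = vehicle neutral wells and 100% = reference inhibitor wells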
# RTF Ca sens inh – cardiac RTF calcium desensitization. AID 493244. inhibition, % at 7.15 µM. P19429+P45379. 340,000 compounds, 0.12% hits. IANBD-labeled cardiac RTF, Ca2+ fluorescence;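 active means inhibition above the mean inhibition of all tested compounds plus 3 SD, cut at about 17% in these data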;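 further: assay run at fixed EC70 calcium of 1.6 mM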
# PKA-R2B activ – activators of human PKA-R2B complex; PKA-R2B holoenzyme dissociation, Cy5-IP20 fluorescence polarization; R2B truncated from residue 108, S112A mutant; 0% DMSO only, 100% 113 µM cGMP; activation, % at 11.4 µM; 340,000 compounds, 0.079% hits; AID 504700;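 active means activation above a cutoff set at the mean over all compounds plus 3 SD, cut at about 18% in these data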;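 further: higher means more holoenzyme dissociation and a rise in polarization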
# Target sequence (P31323 whole entry, looked up, other chains not shown, the tested form may be a part): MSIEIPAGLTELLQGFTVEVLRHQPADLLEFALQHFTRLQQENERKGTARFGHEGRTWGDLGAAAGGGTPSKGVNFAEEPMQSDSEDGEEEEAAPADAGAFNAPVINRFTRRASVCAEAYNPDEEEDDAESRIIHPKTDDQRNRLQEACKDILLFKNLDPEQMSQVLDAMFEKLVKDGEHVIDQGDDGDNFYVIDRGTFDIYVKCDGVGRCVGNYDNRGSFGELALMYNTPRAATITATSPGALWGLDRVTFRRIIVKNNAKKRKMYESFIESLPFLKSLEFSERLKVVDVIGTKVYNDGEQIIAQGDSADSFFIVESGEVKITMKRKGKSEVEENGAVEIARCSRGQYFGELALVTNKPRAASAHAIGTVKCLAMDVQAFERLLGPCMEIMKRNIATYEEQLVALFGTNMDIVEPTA
# Keap1 Nrf2 FP – disrupts human Keap1 binding to Nrf2 peptide | inhibition, % at 9.4 µM | Keap1 Kelch-Nrf2 peptide fluorescence polarization, 1536-well | Q14145 | AID 504523 | 340,000 compounds, 0.15% hits; in the data active means inhibition above about 12%;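 further: human Keap1 Kelch domain with fluorescein labeled Nrf2 9mer peptide probe; 0% = neutral control wells and 100% = peptide positive control; higher means more block of Keap1 binding to Nrf2 peptide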
# The depositor's hits bear a star; x = not tested or not shown.
(1) O=S(=O)(NC1CCCCC1N1CCOCC1)c1ccc(Cl)cc1 (centres undefined)
(2) CCOc1ccc(-c2nnc3ccc(SCC(=O)N4CCN(c5ccccc5)CC4)nn23)cc1
(3) O=S1(=O)CCOC(CO)CN1Cc1ccc(Cl)c(Cl)c1 (centres undefined)
(4) S=C(Nc1cccc(Cl)c1)N1CCN(Cc2ccccc2)CC1
(5) Nc1nc(-c2ccccc2)c(CCCOc2ccc([N+](=O)[O-])cc2)c(=O)[nH]1
(6) FC(F)(F)c1ccccc1NC(=S)Nc1cccc(Cl)c1
(7) CCOc1ccc(NS(=O)(=O)c2coc(C(N)=O)c2)cc1
(8) CC1(C)CC(=O)C(N=Nc2c(Cl)cc(Cl)cc2Cl)=C(O)C1
(9) O=C(Cn1cc(C(F)(F)F)cc(Cl)c1=O)Nc1ccc(N2CCOCC2)cc1
(10) CCC(=O)c1ccc(OCC(=O)N2CCN(S(=O)(=O)c3ccc(Cl)s3)CC2)cc1
compound no. | 1 | 2 | 3 | 4 | 5 | 6 | 7 | 8 | 9 | 10
LANA DNA inh | -0.7 | 0.8 | 0.8 | -0.6 | 2.3 | -0.6 | -2.1 | 1.5 | -1.4 | 0.3
SR-BI uptake up | -5 | x | 12 | 4 | 14 | -3 | 7 | 35 | 2 | -16
Keap1 Nrf2 FP | 6 | -3 | -1 | -3 | 6 | 1 | -3 | -1 | -1 | -7
PvdQ inh | -18 | -10 | -5 | -13 | -6 | 1 | -14 | 5 | -8 | -12
RTF Ca sens inh | -8 | -19 | -4 | -6 | -1 | -3 | -4 | 11 | -11 | -4
PKA-R2B activ | 4 | -1 | 10 | -7 | -6 | 4 | 7 | -5 | 0 | 1
Arrestin-AP2 inh | -1 | 9 | 1 | -11 | 9 | 14 | 9 | 25 | -9 | 4
DAGLB inh | -3 | 0 | -2 | 2 | 5 | 0 | -1 | -1 | 1 | 1
NSD2 HMT inh | -4 | -4 | x | -1 | 0 | -2 | x | 3 | -3 | 0
SR-BI HDL uptake | 5 | x | -12 | -4 | -14 | 3 | -7 | -35 | -2 | 16

(11) Cn1cccc1C(=O)NC(=O)COC(=O)Cc1coc2ccc3ccccc3c12
(12) CC(=O)Nc1ccc(Nc2c3c4c(cccc4n(C)c2=O)C(=O)c2ccccc2-3)cc1
(13) COc1ccc(Nc2cccc(Cl)c2)c(C(=O)O)c1
(14) Cc1ccc(OCc2nc(-c3ccc(-n4cccc4)cc3)no2)cc1C
(15) O=C(CN1C(=O)C2CC=CCC2C1=O)Nc1nccs1 (centres undefined)
(16) Cc1nnn(C23CC4CC(CC(CC(=O)Nc5cccc(F)c5)(C4)C2)C3)n1
(17) CCCCCn1ccc(=N)cc1
(18) O=C(C[C@H]1C/C=C\C[C@H](NC(=O)OCC2c3ccccc3-c3ccccc32)C(=O)OC[C@H](Cc2ccccc2)NC1=O)N[C@H](CO)Cc1ccccc1
(19) COc1ccc(C2/C=C\CC(OCc3ccccc3)CC(=O)N2Cc2cccc(F)c2)cc1 (centres undefined)
(20) C/C(=N\n1cnnc1)c1ccccc1
compound no. | 11 | 12 | 13 | 14 | 15 | 16 | 17 | 18 | 19 | 20
LANA DNA inh | 1.1 | 1.6 | -0.2 | 1.5 | -0.1 | -0.7 | 3.0 | 0.6 | -1.0 | -0.6
SR-BI uptake up | -21 | -30 | 35 | 18 | 7 | x | 15 | -62 | -37 | 4
Keap1 Nrf2 FP | -6 | 3 | -3 | -5 | -5 | -1 | 0 | -3 | -4 | -3
PvdQ inh | 5 | 3 | -7 | 21 | -13 | -10 | 5 | -4 | 4 | -3
RTF Ca sens inh | -5 | -142 | 1 | -2 | -8 | 4 | 1 | -3 | -7 | -9
PKA-R2B activ | -14 | -13 | -6 | 2 | 15 | -15 | 0 | -2 | -6 | 3
Arrestin-AP2 inh | 9 | 13 | 11 | 10 | -4 | 7 | 15 | -4 | 7 | 27
DAGLB inh | 2 | 27 | 14 | -4 | 1 | 2 | -1 | 1 | -9 | 0
NSD2 HMT inh | 1 | 0 | 3 | x | 1 | -6 | -1 | x | x | -3
SR-BI HDL uptake | 21 | 30 | -35 | -18 | -7 | x | -15 | 62 | 37 | -4

# Arranged by the number under Arrestin-AP2 inh (descending): some entries from above.
item | Structure | LANA DNA inh | SR-BI uptake up | Keap1 Nrf2 FP | PvdQ inh | PKA-R2B activ | Arrestin-AP2 inh | DAGLB inh | NSD2 HMT inh | SR-BI HDL uptake
20 | C/C(=N\n1cnnc1)c1ccccc1 | -0.6 | 4 | -3 | -3 | 3 | 27 | 0 | -3 | -4
17 | CCCCCn1ccc(=N)cc1 | 3.0 | 15 | 0 | 5 | 0 | 15 | -1 | -1 | -15
16 | Cc1nnn(C23CC4CC(CC(CC(=O)Nc5cccc(F)c5)(C4)C2)C3)n1 | -0.7 | x | -1 | -10 | -15 | 7 | 2 | -6 | x

# The list continues:
(21) CCOC(=O)N1CCN(CC(O)COCc2ccccc2)CC1 (centres undefined)
(22) COCCNCC(=O)N1c2ccccc2Sc2ccccc21
(23) COc1cc2cc(C(c3nnnn3C(C)(C)C)N3CCc4ccccc4C3)c(=O)[nH]c2cc1OC (centres undefined)
(24) CCOC(=O)c1ccc(NC(=O)CSc2n[nH]c(-c3ccncc3)n2)cc1
(25) O=C(c1cc(Cl)nc2ccccc12)N(Cc1nnc(-c2ccccc2Cl)o1)C1CC1
(26) COc1ccccc1/C=N/NC(=O)c1c(-c2ccccc2)noc1C
(27) COc1ccc(CCn2c(C(C)C)nc3oc4ccccc4c(=O)c3c2=O)cc1
(28) COCc1cc(C)n(CC(=O)Nc2c(C)cccc2C)c(=O)c1C#N
(29) CCCCOC(=O)C1=C(C)Nc2nnnn2C1c1ccc(OC)c(OC)c1OC (centres undefined)
(30) CCOc1ccc(CN(C)CC(=O)NNC(=O)c2ccc(Cl)cc2)cc1OC
compound no. | 21 | 22 | 23 | 24 | 25 | 26 | 27 | 28 | 29 | 30
LANA DNA inh | 2.1 | 6.2 | 1.6 | -0.5 | 0.1 | -0.5 | -1.1 | 0.9 | 0.7 | 0.3
SR-BI uptake up | -9 | 8 | -25 | x | -4 | x | -8 | -1 | 15 | -29
Keap1 Nrf2 FP | 1 | -3 | -7 | 0 | -1 | -1 | 1 | 0 | 0 | -2
PvdQ inh | -13 | -10 | -9 | -18 | 2 | -11 | -1 | -2 | 3 | 2
RTF Ca sens inh | -12 | -11 | -3 | 5 | 2 | -15 | 4 | 9 | 4 | 17
PKA-R2B activ | 5 | -4 | -3 | -1 | 5 | -8 | 7 | 1 | 2 | -2
Arrestin-AP2 inh | -5 | 43 | -7 | -11 | -2 | 9 | 33 | 3 | 7 | 37
DAGLB inh | -3 | 3 | 0 | -1 | -6 | 1 | -2 | -2 | 2 | 1
NSD2 HMT inh | x | -3 | -3 | 0 | x | -1 | 1 | -1 | 0 | 2
SR-BI HDL uptake | 9 | -8 | 25 | x | 4 | x | 8 | 1 | -15 | 29

# In another format: entries from further up.
nr	compound	LANA DNA inh	SR-BI uptake up	Keap1 Nrf2 FP	PvdQ inh	RTF Ca sens inh	PKA-R2B activ	Arrestin-AP2 inh	DAGLB inh	NSD2 HMT inh	SR-BI HDL uptake
24	CCOC(=O)c1ccc(NC(=O)CSc2n[nH]c(-c3ccncc3)n2)cc1	-0.5	x	0	-18	5	-1	-11	-1	0	x
25	O=C(c1cc(Cl)nc2ccccc12)N(Cc1nnc(-c2ccccc2Cl)o1)C1CC1	0.1	-4	-1	2	2	5	-2	-6	x	4
26	COc1ccccc1/C=N/NC(=O)c1c(-c2ccccc2)noc1C	-0.5	x	-1	-11	-15	-8	9	1	-1	x
27	COc1ccc(CCn2c(C(C)C)nc3oc4ccccc4c(=O)c3c2=O)cc1	-1.1	-8	1	-1	4	7	33	-2	1	8
28	COCc1cc(C)n(CC(=O)Nc2c(C)cccc2C)c(=O)c1C#N	0.9	-1	0	-2	9	1	3	-2	-1	1
29	CCCCOC(=O)C1=C(C)Nc2nnnn2C1c1ccc(OC)c(OC)c1OC (centres undefined)	0.7	15	0	3	4	2	7	2	0	-15

# (continued)
(31) Cc1ccc(C#N)c(SCc2ccccc2[N+](=O)[O-])n1
(32) O=C(O)CCCn1ccc2cc(S(=O)(=O)N3CCCC3)ccc21
(33) COc1ccc(C(=O)n2nc(C#N)c(C#N)c2N)cc1
(34) CC(=O)Nc1cc[n+](C(C)C(=O)c2ccc(Br)cc2)cc1 (centres undefined)
(35) O=C(Nc1ccccc1C(=O)N/N=C/c1ccncc1)c1ccccc1
(36) CCN(CC)C(C(=O)Nc1ccc2c(c1)OCO2)c1ccccc1 (centres undefined)
(37) COc1cccc(OC(C)c2ccnc3nc(/N=C/N(C)C)nn23)c1 (centres undefined)
(38) Cc1cccc(NC(=O)CC2S/C(=N/c3nccs3)N(C)C2=O)c1 (centres undefined)
(39) O=C(NC12CC3CC(CC(C3)C1)C2)c1ccc(S(=O)(=O)N2CCOCC2)cc1
(40) Cc1ccc(-c2nnc3ccc(SC(C)C(=O)O)nn23)cc1 (centres undefined)
(41) COc1ccc(OC)c(CN2CCN(C(=O)CCC(=O)c3cccs3)CC2)c1
(42) CC(C)(C)Nc1c(-c2ccc(O)cc2)nc2ccc(Cl)cn12
compound no. | 31 | 32 | 33 | 34 | 35 | 36 | 37 | 38 | 39 | 40 | 41 | 42
LANA DNA inh | 1.4 | -1.2 | 10 | 0.6 | -1.4 | 0.6 | 1.6 | -0.9 | 0.4 | 1.1 | 1.2 | 0.7
SR-BI uptake up | -15 | 6 | 22 | 22 | 15 | -14 | -25 | x | 11 | 21 | -11 | 8
Keap1 Nrf2 FP | 1 | -4 | 4 | 1 | -2 | 1 | -4 | 1 | -3 | 1 | -2 | -4
PvdQ inh | -10 | -14 | -33 | -1 | -12 | 16 | 11 | 5 | -9 | -5 | -2 | -9
RTF Ca sens inh | 6 | -3 | -5 | -2 | -5 | 3 | -8 | -9 | -5 | -6 | -7 | -7
PKA-R2B activ | 3 | 6 | 2 | -2 | 3 | 6 | 0 | -13 | -1 | 3 | 2 | 1
Arrestin-AP2 inh | 1 | 3 | 1 | 1 | -10 | 22 | -2 | 11 | 6 | 4 | 55* | -3
DAGLB inh | -7 | -1 | -1 | 1 | 2 | -2 | -2 | -1 | -2 | -2 | 1 | 3
NSD2 HMT inh | -2 | -3 | -2 | -1 | -1 | -1 | -2 | -3 | 2 | x | 7 | -10
SR-BI HDL uptake | 15 | -6 | -22 | -22 | -15 | 14 | 25 | x | -11 | -21 | 11 | -8
